Dynein cargo inh: dynein cargo transport inhibition. 3617.4 mouse cells, GR-EGFP nuclear translocation imaging; test concentration mostly 20 µM; stimulated with dexamethasone, 1 µM; stronger effect = lower value. z-score, hits read low. 220,000 compounds, 0.47% hits;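 active = plate z-score of nuclear minus cytoplasmic receptor signal below a set negative limit, without overly bright fluorescence or cell loss, cut at about -3.5 in these data, passing the limit was not always enough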;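 note: z-score of nuclear minus cytoplasmic ring GR-EGFP intensity difference per well; some compounds called inactive have numbers as strong as hits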
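medium = tetracycline-free induction medium containing charcoal-stripped FBS | also added = 1.0 µM final dexamethasone stimulus | schedule = 48 h induction, 1 h compound, 30 min dex at 37 °C | technique = fixed, Hoechst-stained cells imaged at 10x for EGFP | measure = GR-EGFP nuclear translocation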
AID2073: inhibitors of Mint1-CaV2.2 protein interaction, biochemical, HTRF (AID 2073); HTRF protein-protein interaction, Mint1-CaV2.2; higher % means a stronger effect; one-dose inhibition, % at 20 µM; IC50 in µM for titrated hits; 290,000 compounds, 0.19% hits; in the data active = inhibition mostly above about 51%, no sharp cut-off; note: some results filed as inactive read as strong as hits
P. falciparum M1AAP: malaria alanyl aminopeptidase activity blockers – biochemical, fluorogenic H-Leu-NHMec substrate, 1536-well (AID 1445); recombinant M1AAP, H-Leu-NHMec fluorogenic kinetic assay; higher % means a stronger effect; inhibition, % at 30 µM; hits with a dose series show IC50 in µM; 220,000 compounds, 0.42% hits;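 active = primary inhibition above the hit cutoff, then over 50% inhibition at one or more dose response concentrations, cut at about 23% in these data, passing the limit was not always enough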;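 note: plate controls were DMSO full reaction for no effect and no enzyme background for full effect; strong numbers were not always called active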
SIAH1 antagonists: blockers of Siah-1 interaction with plectin peptide – biochemical, fluorescence polarization, rhodamine-plectin, uHTS, primary screen (AID 1817); Siah-1 / rhodamine-plectin peptide fluorescence polarization; higher % means a stronger effect; displacement, % at 20 µM, or IC50 in µM where a hit was titrated; 290,000 compounds, 0.02% hits;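 active = displacement of at least 50% at 20 µM, with a fluorescence ratio check between 0.3 and a set limit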;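 note: plate controls were Siah plus tracer with DMSO for no effect and tracer alone without Siah for full effect; strong numbers were not always called active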
PMI inhibition: human PMI inhibitors, high substrate, primary screen, biochemical, fluorescence intensity, high mannose 6-phosphate (AID 1220) | inhibition, % at 20 µM; hits with a dose series show IC50 in µM | recombinant PMI enzyme, coupled fluorescence intensity; higher % means a stronger effect | 190,000 compounds, 0.66% hits
human PMI inhibition: inhibitors of human PMI, primary screen, biochemical, fluorescence intensity, coupled assay (AID 1209); one-dose inhibition, % at 20 µM; IC50 in µM for titrated hits; purified PMI enzyme, coupled fluorescence intensity; higher % means a stronger effect; 190,000 compounds, 0.42% hits;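 note: plate controls were DMSO vehicle for no effect and wells lacking substrate for full effect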
LYP phosphatase: PTPN22 lymphoid phosphatase activity blockers – biochemical, fluorescence intensity, uHTS (AID 1779); recombinant LYP phosphatase, fluorescence intensity; higher % means a stronger effect; inhibition, % at 11.5 µM, or IC50 in µM where a hit was titrated; 290,000 compounds, 0.054% hits;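 note: plate controls were vehicle with enzyme for no effect and no enzyme for full effect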
XIAP antagonists: small molecules displacing peptide from XIAP – biochemical, IAP family, fluorescence polarization (AID 1018); XIAP BIR domain, fluorescence polarization peptide displacement; higher % means a stronger effect; 200,000 compounds, 0.007% hits; displacement, % at 20 µM, or IC50 in µM where a hit was titrated; in the data active = displacement above about 50%; note: a part of the inactive calls stands beside numbers as strong as those of hits
P. falciparum M17LAP: P. falciparum M17LAP inhibitors, primary screen, biochemical, fluorogenic H-Leu-NHMec substrate, 1536-well (AID 1619); recombinant M17LAP, H-Leu-NHMec fluorogenic kinetic assay; higher % means a stronger effect; 220,000 compounds, 0.38% hits; inhibition, % at 30 µM, or IC50 in µM where a hit was titrated;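 active = compound inhibiting the enzyme by more than half at any dose during confirmatory dose-response retesting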;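 note: plate controls were full reaction with DMSO carrier for no effect and no enzyme background for full effect; strong numbers were not always called active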
Dynein cargo inh cytoplasmic EGFP: also measured in Dynein cargo inh; calls as there; z-score; measured here: cytoplasmic GR-EGFP intensity; stronger effect = higher value
Dynein cargo inh nuclear GR-EGFP: second read-out of Dynein cargo inh, no call of its own (marks repeat the call); z-score; measured here: nuclear GR-EGFP intensity;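 lower value marks the stronger effect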
Dynein cargo inh cell count: also measured in Dynein cargo inh; calls as there; z-score; measured here: cell count per field
* hit, by the source's call; . = no result given. Cut-off read from the data, not from the text of the source, unless noted: active = inhibition above about 50%; inactive = the rest.

SMILES,Dynein cargo inh,Dynein cargo inh cytoplasmic EGFP,Dynein cargo inh nuclear GR-EGFP,Dynein cargo inh cell count,AID2073,P. falciparum M1AAP,SIAH1 antagonists,PMI inhibition,human PMI inhibition,LYP phosphatase,XIAP antagonists,P. falciparum M17LAP
CCOc1ccc(OCc2cccc(C(=O)N3CCOCC3)c2)cc1,-0.81,-0.15,-0.17,0.66,-5%,-3%,0%,8%,6%,-1%,-1.4%,2%
CCN(CC)S(=O)(=O)c1ccc(C(=O)N2CCN(CCN3C(=O)c4cccc5cccc(c45)C3=O)CC2)cc1,0.43,-0.25,-0.34,-0.31,-7%,-3%,1%,9%,11%,1%,-10%,0%
Cn1c2c(c(=O)n(C)c1=O)C(c1ccccc1F)C(C#N)=C(N)O2 (stereo unspecified),-1.4,-0.22,-0.56,1.1,-10%,8%,-3%,-56%,-58%,-1%,-3.9%,5%
Cc1cccc(N2CCN(Cc3nc(-c4ccc(F)cc4F)oc3C)CC2)n1,-0.76,-0.17,-0.32,0.31,8%,7%,3%,18%,20%,-5%,-8.1%,-3%
O=S(=O)(Cc1ccccc1Cl)N1CCCC1,-0.32,-0.21,0.04,0.73,-6%,-3%,-6%,9%,2%,-6%,-5.4%,-5%
COC(=O)Nc1[nH]ncc1[N+](=O)[O-],-0.55,-0.32,-0.28,1.2,3%,6%,10%,-4%,1%,-6%,-2.5%,11%
CCCCCC(=O)Nc1nnn(CCC)n1,0.32,-0.25,0.15,1.1,-6%,-4%,1%,-9%,-2%,-6%,-3.7%,9%
O=[N+]([O-])c1cnc2nc(-c3ccncc3)nn2c1O,-0.085,-0.35,-0.37,-0.23,11%,8%,2%,6%,3%,-3%,-5.3%,6%
O=C1c2cccc3cccc(c23)C(=O)N1c1nncs1,0.099,-0.15,0.44,-0.23,-5%,21%,0%,4%,3%,-6%,-1.1%,7%
Cc1ccc(OCC(=O)N2CCc3ccccc32)cc1,0.38,-0.13,0.47,-0.82,14%,4%,4%,-4%,-5%,-7%,-3.7%,2%
COc1cc(/C=C2/SC(=NCc3ccccc3)N(Cc3ccccc3)C2=O)ccc1O,-0.12,0.13,0.33,-0.25,12%,8%,-3%,18%,23%,-3%,-5.1%,-10%
CCCn1c(=O)c2ccccc2n2c(SCCOc3ccc(C)cc3)nnc12,-0.37,-0.15,0.21,0.034,-14%,3%,-2%,9%,13%,5%,-5.8%,-2%
CCOC(=O)C1=C(N)N2C(=O)C(C)SC2=C(C(=O)OC)C1c1cccc(OC)c1 (stereo unspecified),0.84,-0.37,0.76,1.1,-2%,14%,1%,3%,6%,-3%,-1.0%,-6%
Cc1nnc(NC(=O)c2ccccc2-c2ccccc2C(=O)O)s1,0.49,-0.23,0.24,0.23,-3%,2%,-4%,.,.,-7%,.,-2%
CCNc1nc(NC(C)C)nc(Oc2ccc(=O)n(C)n2)n1,0.054,-0.26,0.21,-0.25,0%,2%,2%,-8%,-4%,-4%,-1.6%,-1%
CCOC(=O)COc1ccc2c(=O)c(-c3ccccc3)coc2c1,2.2,-0.79,0.78,-0.97,8%,3%,0%,.,.,-2%,.,-4%
Nc1nc(SCC(=O)NC2CCCc3ccccc32)n[nH]1 (stereo unspecified),0.63,-0.37,-0.29,0.02,-6%,0%,10%,1%,2%,-2%,-2.9%,1%
CN(C)C(=O)c1ccc(-n2cnc3ccccc3c2=O)cc1,-0.33,1.4,-0.067,0.18,-4%,2%,-1%,-8%,-7%,-2%,-1.8%,-1%
Cc1c(C2CC(=O)N(c3ccccc3)C2=O)[nH]n(-c2ccccc2)c1=O (stereo unspecified),0.98,-0.012,1.3,-1.7,2%,-1%,-2%,-39%,-40%,-4%,-5.3%,11%
COc1ccccc1Oc1nc(-c2cccnc2)nc2ccccc12,0.069,-0.21,0.076,0.38,9%,4%,4%,7%,9%,0%,-4.8%,29%
COc1ccc(C2CC2C(=O)c2ccccn2)cc1 (stereo unspecified),0.4,-0.38,0.044,-0.22,13%,0%,3%,-9%,-6%,0%,-3.1%,7%
Cc1nc(NCCc2ccc(S(N)(=O)=O)cc2)c2c3c(sc2n1)CCC3,-0.64,-0.16,0.18,0.36,12%,7%,-5%,6%,18%,-5%,-6.9%,-2%
Cc1nn(-c2ccccc2)c(N)c1Sc1cccc([N+](=O)[O-])c1,0.66,-0.2,0.45,-0.93,3%,1%,-3%,-1%,5%,0%,5.2%,7%
CN(C)c1ccc(NC(=O)/C=C/c2ccccc2Cl)cc1,0.72,0.032,0.68,-0.32,-18%,3%,14%,7%,14%,-2%,-14%,-2%
O=C(O)c1ccc2c(c1)SC1=NS(=O)(=O)CCN12,-0.59,-0.18,-0.37,0.34,-7%,0%,4%,.,.,-1%,.,-2%
CCC(=O)Nc1c(C)n[nH]c1C,-0.71,-0.1,-0.6,0.94,-1%,5%,-3%,-4%,6%,-5%,-7.5%,0%
CCOC(=O)Cc1csc(NC(=O)c2csc3c2CCCC3)n1,0.08,0.046,0.34,-0.013,0%,-2%,-6%,2%,4%,-4%,-3.4%,13%
CC1CCN(C(=O)C(C)c2ccc([N+](=O)[O-])cc2)CC1 (stereo unspecified),-1.3,-0.3,-0.33,0.97,10%,-1%,-2%,10%,-1%,-10%,-6.4%,-2%
O=C(Nc1ccc(CN2CCOCC2)cc1)c1ccc(-c2cc(Cl)ccc2Cl)o1,-0.2,-0.34,0.072,0.5,20%,1%,6%,6%,11%,-6%,-11%,0%
Cc1ccc(Cn2nnnc2CN2CCC(O)(c3ccccc3F)CC2)cc1,-0.81,-0.095,-0.22,0.31,10%,1%,1%,15%,8%,-4%,-5.3%,29%

The last three records of the section above come first, to join the parts.
SMILES,Dynein cargo inh,Dynein cargo inh cytoplasmic EGFP,Dynein cargo inh nuclear GR-EGFP,Dynein cargo inh cell count,AID2073,P. falciparum M1AAP,SIAH1 antagonists,PMI inhibition,human PMI inhibition,LYP phosphatase,XIAP antagonists,P. falciparum M17LAP
CC1CCN(C(=O)C(C)c2ccc([N+](=O)[O-])cc2)CC1 (stereo unspecified),-1.3,-0.3,-0.33,0.97,10%,-1%,-2%,10%,-1%,-10%,-6.4%,-2%
O=C(Nc1ccc(CN2CCOCC2)cc1)c1ccc(-c2cc(Cl)ccc2Cl)o1,-0.2,-0.34,0.072,0.5,20%,1%,6%,6%,11%,-6%,-11%,0%
Cc1ccc(Cn2nnnc2CN2CCC(O)(c3ccccc3F)CC2)cc1,-0.81,-0.095,-0.22,0.31,10%,1%,1%,15%,8%,-4%,-5.3%,29%
COc1ccccc1C(=O)NC(C)C(c1cccs1)N1CCN(C)CC1 (stereo unspecified),-0.24,0.058,0.37,-1.2,-7%,5%,-2%,-7%,-8%,0%,14%,3%
Cn1c(SCC(=O)Nc2ccc(N3CCOCC3)c(Cl)c2)nnc1C(O)c1ccccc1 (stereo unspecified),1.3,-0.25,0.7,0.019,3%,5%,4%,8%,7%,1%,1.3%,17%
C/C=C/C=C\C(=O)Nc1cccc(C2=NOC3(C2)C[C@H](C(N)=O)N(C(=O)/C=C/C)C3)c1 (stereo partly specified),-0.44,-0.72,-0.32,0.051,9.9µM*,7%,-3%,.,.,1%,.,-4%
CCn1c(C)nc2cc(S(N)(=O)=O)ccc21,0.91,-0.0063,0.43,-2.3,5%,-1%,-1%,-5%,4%,0%,-6.2%,-4%
COc1ccc(CCCc2n[nH]c(=S)o2)cc1,-1.3,-0.3,-0.64,1.1,6%,7%,0%,-16%,-20%,-5%,-1.1%,14%
COc1ccccc1NC(=O)c1nnn(Cc2ccccc2)c1NC(=O)C(F)(F)F,0.21,-0.23,-0.0041,0.14,4%,4%,4%,17%,2%,-6%,-1.9%,-6%
Cc1cc(/C=N\NC(=O)CC(=O)NC2CCCCC2)c(C)n1-c1ccc(Cl)cc1,0.18,-0.37,-0.062,0.21,0%,5%,9%,24%,22%,8%,0.1%,15%
CCOC(=O)c1ccccc1NC(=O)Cn1cnc2c(oc3ccccc32)c1=O,-0.54,-0.31,-0.34,0.61,-12%,-2%,-4%,5%,12%,-5%,-6.0%,-8%
O=C(CSc1nc2ncc(Cl)cc2[nH]1)NCC(=O)Nc1ccc(F)c(F)c1F,0.45,-0.27,0.16,-0.033,4%,7%,6%,.,.,-2%,.,10%
O=C(Nc1ncc2c(n1)-c1ccccc1OC2)c1ccc(Cl)cc1,-0.64,0.011,-0.057,0.35,16%,3%,2%,-4%,-6%,-3%,-2.7%,-15%
O=C(NCc1ccccc1)c1ccc(COCC(F)(F)F)o1,-0.065,-0.22,-0.22,-0.36,4%,6%,0%,14%,10%,-6%,-4.9%,-6%
CC(=O)c1cc(C#N)c(SCc2ccccc2C#N)nc1C,-0.018,-0.26,-0.4,-0.23,3%,-5%,1%,-2%,-2%,-4%,-1.5%,11%
Fc1cccc(COc2ccccc2CNc2ccccc2)c1,-0.58,-0.3,-0.32,0.75,-2%,11%,-1%,7%,16%,4%,.,21%
Cc1ccccc1-c1nc(CS(=O)CC(=O)NCc2ccccc2)c(C)o1 (stereo unspecified),-1.3,-0.23,-0.66,1,3%,-2%,2%,-6%,-1%,-5%,-7.6%,7%
COc1ccc(/C=N/NC(=O)c2[nH]ncc2Br)c(OC)c1,-0.06,0.0039,-0.14,0.027,-4%,9%,4%,8%,6%,2%,-0.3%,7%
Cc1cc(Br)c(NC(=O)COn2nnc3ccc(S(C)(=O)=O)cc32)c(Br)c1,1.7,0.15,1.3,-2.3,0%,-3%,6%,-14%,-20%,-1%,-7.0%,-1%
O=C(O)c1ccc(NCc2cccc(Br)c2)cc1,-1.2,-0.3,-0.8,0.88,-1%,3%,-8%,6%,5%,-2%,-19%,3%
Cc1ccc(NC(=O)CC2S/C(=N/N=C/c3ccco3)NC2=O)cc1Cl (stereo unspecified),0.69,-0.26,0.47,0.14,12%,9%,-3%,20%,3%,-5%,-8.3%,1%
Cn1nc(C(=O)NC2CCCCCC2)ccc1=O,1.4,-0.16,0.84,0.28,24%,12%,-8%,-1%,3%,-6%,-5.1%,6%
Cn1c(=NC(=O)CSCC(=O)N2CCCCC2)sc2ccccc21,0.28,-0.057,0.086,0.19,-1%,10%,1%,1%,8%,-3%,0.3%,19%

Screening data (PubChem BioAssay)
